aSyn yeast inh: qHTS of alpha-syn Inhibitors; AID 652106, 2013; Potency, µM (doses to about 46.1 µM), for the others: at the highest dose growth rescue (activation), most hits filed as activators; actives 0.14% (n = 370,000); Yeast expressing alpha-synuclein, growth rescue, BacTiter-Glo, 24 h; note: potency is the fitted concentration of half-maximal effect; % of control where 0% means no effect; nearly all actives have a fitted effect of over 65% in size
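Rescue of yeast growth: cells expressing toxic alpha-synuclein, induced in galactose at OD600 0.02, incubated with compound 24 h at 30 C. ATP luminescence quantified growth; inhibitors of toxicity appear as activators.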
KB-V1 cytotox: qHTS assay for MDR1-selective chemotherapeutics: Primary screen using the drug-selected MDR subline cells KB-V1. Potency, µM (highest dose often 46.1 µM), for the others: at the highest dose activity change, negative = cytotoxicity, usual class: cytotoxic. actives 3.4% (n = 400,000). KB-V1 MDR cells viability, CellTiter-Glo, 72 h; note: potency is the fitted concentration of half-maximal effect; % is set by controls: 0 for no effect and ±100 for the full control effect; nearly all actives have a fitted effect of over 60% in size
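KB-V1, DMEM (no phenol red) + 10% FBS; cpd pin-transferred, titration series; 72 h, 37 degrees C; CellTiter-Glo, luminescence. Data normalized, curve-fit.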
D3 ag: qHTS of D3 Dopamine Receptor Agonist: qHTS; D3R DiscoveRx beta-arrestin cells, luminescence, 90 min; actives 0.58% (n = 410,000); max activation, %; in the data active = max activation above about 30%; note: 0% is about no effect; mostly tested at two doses, the higher about 12 µM
Target sequence (P35462 whole entry, looked up): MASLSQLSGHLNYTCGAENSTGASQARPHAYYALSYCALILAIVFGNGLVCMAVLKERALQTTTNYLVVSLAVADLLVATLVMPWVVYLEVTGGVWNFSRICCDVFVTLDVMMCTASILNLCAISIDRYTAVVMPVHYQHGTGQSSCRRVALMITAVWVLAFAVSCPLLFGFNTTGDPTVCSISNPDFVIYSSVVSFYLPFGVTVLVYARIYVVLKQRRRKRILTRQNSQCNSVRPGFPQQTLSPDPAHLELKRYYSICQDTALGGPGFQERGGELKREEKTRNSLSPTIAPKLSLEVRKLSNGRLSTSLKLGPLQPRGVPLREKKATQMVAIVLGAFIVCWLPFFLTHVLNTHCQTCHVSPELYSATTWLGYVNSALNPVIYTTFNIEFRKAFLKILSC
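Agonist-mode cell screen: cells plated at 1500/well and incubated overnight at 37 °C, then exposed to library compounds for 90 min at 37 °C. Detection reagent was added for 30–60 min at room temperature, and luminescence was read.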
GLP-1R agonist: qHTS of GLP-1 Receptor Agonists; HEK293 GLP-1R CRE-luciferase, luminescence, 4-6 h; cells express a hypersensitive GLP-1R form; Potency, µM (top dose mostly 45.6 µM), inactives show at the highest dose activation, actives largely listed as activators; actives 0.007% (n = 380,000); Glucagon-like peptide 1 receptor (Homo sapiens), P43220; note: potency is the fitted concentration of half-maximal effect; % of control where 0% means no effect
Target sequence (P43220 whole entry, looked up): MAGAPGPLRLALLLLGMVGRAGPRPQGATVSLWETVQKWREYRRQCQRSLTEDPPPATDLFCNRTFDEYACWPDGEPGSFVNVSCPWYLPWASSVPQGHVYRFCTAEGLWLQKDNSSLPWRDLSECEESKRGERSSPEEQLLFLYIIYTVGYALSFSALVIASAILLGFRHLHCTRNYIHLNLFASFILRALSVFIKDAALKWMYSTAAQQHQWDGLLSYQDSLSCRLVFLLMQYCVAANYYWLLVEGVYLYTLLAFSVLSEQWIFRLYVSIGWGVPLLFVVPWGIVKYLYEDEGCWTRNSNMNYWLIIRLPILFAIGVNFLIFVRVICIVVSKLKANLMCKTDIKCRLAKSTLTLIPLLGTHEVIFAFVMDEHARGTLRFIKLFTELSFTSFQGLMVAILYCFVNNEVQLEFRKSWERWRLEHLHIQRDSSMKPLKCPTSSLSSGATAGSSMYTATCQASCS
DRD3 antagonist: qHTS of D3 Dopamine Receptor Antagonist: qHTS | max response, negative = inhibition, % | D(3) dopamine receptor (Homo sapiens), P35462 | actives 2.5% (n = 360,000) | D3R cells, DiscoveRx beta-arrestin luminescence, antagonist mode; hits give low values | AID 652054, 2013; in the data active = max response below about -50%; inconclusive = no clear call, values can overlap the other calls; note: % is set by controls: 0 for no effect and ±100 for the full control effect; mostly tested at two doses, the higher about 12 µM
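Cells expressing the human receptor were seeded at 1500 cells/well, incubated overnight at 37 degrees C in 5% CO2, then exposed to library compounds with dopamine controls for 90 minutes at 37 degrees C before luminescent detection.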
TDP-43 yeast inh: qHTS of TDP-43 Inhibitors | TDP-43 expressing yeast growth rescue, BacTiter-Glo, 24 h | Potency, µM (doses to about 46.1 µM), inactives show at the top dose growth rescue (activation), hits mostly activators | actives 1.8% (n = 410,000); note: potency is the fitted concentration of half-maximal effect; % of control where 0% means no effect; nearly all actives have a fitted effect of over 50% in size
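Growth rescue of TDP-43-toxic yeast measured as ATP luminescence (BacTiter-Glo). Cells grown to mid-log in raffinose, induced in galactose at OD600=0.02, exposed to compound 24 hr at 30 deg C.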
GLP1R inv ag: qHTS of GLP-1 Receptor Inverse Agonists (Inhibition Mode); Glucagon-like peptide 1 receptor (Homo sapiens), P43220; HEK293 GLP-1R CRE-luciferase, luminescence, 24 h; GLP-1R form is constitutively active; Potency, µM (titrated, usually from 38.3 µM), for inactives: at the highest dose activity change, negative = inhibition, most hits filed as inhibitors; actives 1.6% (n = 410,000); note: potency is the fitted concentration of half-maximal effect; % is set by controls: 0 for no effect and ±100 for the full control effect; nearly all actives have a fitted effect of over 55% in size
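Cells are plated, allowed 12 hours at 37 deg C, then treated with compounds for 24 hr before luciferase detection reagent is added and luminescence is read after 12 min at room temperature. The HEK293 line carries constitutively active GLP-1R with a cAMP-responsive reporter.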
PTHR1 agonist: qHTS for PTHR1 Agonists: Primary Screen; Parathyroid hormone/parathyroid hormone-related peptide receptor (Homo sapiens), Q03431; AID 743266, 2014; HEK293 GP2 PTHR1 cells, GloSensor cAMP luminescence, 1 h; actives 0.075% (n = 410,000); Potency, µM (highest dose often 115 µM), inactives show at the highest dose activation, hits mostly activators; note: potency is the fitted concentration of half-maximal effect; nearly all actives have a fitted effect of over 55% in size; some results filed as inactive show a strong effect at the top dose; inactives centre near -15; many of its hits are not listed in these tables
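HEK-293-derived GP2 cells expressing PTHR1 and a GloSensor cAMP reporter, 3,000/well, plated overnight, given luciferin plus IBMX (each 0.5 mM as added) for 1 h at 37 °C, then compound for 1 h at 37 °C. Luminescence was read after 15 min at room temperature.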
GLP1R cytotox: qHTS of GLP-1 Receptor Inverse Agonists: Cytotox Screen | HEK293 cAMP-luciferase reporter cells, luminescence, 24 h | Potency, µM (titrated, usually from 38.3 µM), without a hit: top-dose activity change, negative = inhibition, usual class: inhibitors | actives 0.13% (n = 410,000) | AID 624418, 2012;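 note: loss of luciferase light is scored as toxicity; potency is the fitted concentration of half-maximal effect; % is set by controls: 0 for no effect and ±100 for the full control effect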
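MLSMR compounds, 24 hr on cells at 37 deg C/5% CO2; luminescence after luciferase reagent (12 min RT). Inhibition counted as the undesired cytotoxic outcome.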
An asterisk follows results filed as active; i = inactive; ? = inconclusive; nt = not tested or not shown; & = joins results of further samples; [ ] = another dose, or the depositor's remark. Unless noted, calls come from the whole dose curve; as a rule, active = well fitted curve in the direction sought with a large enough effect; inconclusive = small, poorly fitted or top-dose-only effect, or another doubt; inactive = no such curve, though single readings can be large; an effect the other way counts as inactive or inconclusive. Some of the compounds tested. The share of hits here may be higher or lower than overall.

SMILES	aSyn yeast inh	KB-V1 cytotox	D3 ag	GLP-1R agonist	DRD3 antagonist	TDP-43 yeast inh	GLP1R inv ag	PTHR1 agonist	GLP1R cytotox
CCOC(=O)c1sc2nc(N3CCOCC3)c3c(c2c1N)CCN(Cc1ccccc1)C3	8%	-12%	-4	0%	-26	-5%	-7%	i	18%
CSc1ccc(-c2nc3cccc(C)n3c2Nc2ccc(Cl)cc2)cc1	nt	?	-10	nt	nt	?	?	-29%	2%
Cc1ccc(N(C)S(=O)(=O)c2csc(C(N)=O)c2)cc1C	-1%	17%	3	0%	5	11%	-18%	i	-7%
NC(=O)c1ccccc1OCC(=O)Nc1ccc2c(c1)OCCO2	1%	-24%	-9	1%	-22	6%	1%	-12%	-8%
CSc1cccc(CNC(=O)C2CCC(=O)N(CC3CCCCC3)C2)c1 (stereo not drawn)	-5%	?	-6	1%	-24	19%	?	-18%	17%
Cc1nc(SCC(=O)c2cccc([N+](=O)[O-])c2)n[nH]1	5%	54%	-8	-20%	-21	18%	0%	-10%	-14%
Cc1sc2nc(C3CC3)nc(SCC(=O)N3c4ccccc4CC3C)c2c1C (stereo not drawn)	19%	5.8µM*	42*	18%	54	0%	-1%	i	9%
CCOc1ccc(C2c3[nH]c4ccccc4c3CCN2C(=O)CCC2CCCC2)cc1 (stereo not drawn)	nt	nt	-17	nt	nt	-16%	1.3µM*	i	1%
C/C(=N\NC(=O)Cc1c(C)[nH][nH]c1=O)c1ccc(Cl)c(Cl)c1	4%	-1%	2	9%	14	6%	-1%	i	4%
O=C(NCc1cccnc1)c1ccc(COc2ccccc2Br)o1	3%	?	2	9%	7	-5%	-20%	i	-4%
Cc1cccc(C(=O)NNS(=O)(=O)c2ccc(F)cc2)c1	0%	-7%	16	2%	8	-21%	-3%	-2%	6%
Cc1cc(Nc2cccc(Cl)c2Cl)n2ncnc2n1	7%	-43%	-3	-2%	-6	19%	87%[activator]	i	-10%
CC(C)C[C@H]1COc2cccc(N3CCC[C@@H]3CO)c2S(=O)(=O)N1	0%	-17%	-6	14%	-18	1%	17%	i	5%
CCOc1cc(C)ccc1OCc1nnc(SCC(=O)Nc2cccc(C(=O)O)c2)n1-c1ccccc1	0%	-5%	2	1%	2	2%	3%	-19%	2%
COc1ccc(C)cc1NC(=O)CN1C(=O)C(=O)N(C2CCCC2)C1=O	-2%[1.84 µM]	?	3	1%	-8	1%	1%	-20%	6%
Cc1cc(C)n2nc(C(=O)NCc3ccco3)cc2n1	5%	26%	4	10%	0	3%	16%	i	-19%
CCCn1c(SCC(N)=O)nnc1C(C)C	0%	0%	-1	0%	14	-13%	0%	-3%[57.5 µM]	-7%
CCCn1c(N2CCN(CC(=O)c3c(C)n(C)c4ccccc34)CC2)nc2c1c(=O)[nH]c(=O)n2C	-2%	?	-2	12%	-15	-5%	31%[activator]	-7%	12%
Cc1ccc(OCCOC(=O)c2nc3nccc(C)n3n2)cc1	5%	-4%	-2	5%	1	9%	-7%	i	-3%
CC(C)C(C(=O)NCc1ccccc1)N1CCN(C(=O)C2CCCO2)CC1 (stereo not drawn)	-26%	-6%	2	nt	?	-26%	22%	-3%	0%
Cc1cc2cc(C=O)c(Cl)nc2cc1C	2%	-25%	5	3%	4	23%	-7%	-4%[57.5 µM]	-8%
O=C(COC(=O)c1cc(Cl)ccc1O)Nc1ccccc1C(=O)NC1CC1	-6%	1%	-3	-2%	7	16%	2%	-15%	2%
CCc1ccc(NC(=O)Cn2c(=O)n(Cc3ccc(C)cc3)c(=O)c3cccnc32)cc1	nt	25%	8	nt	nt	18%	-28%	-35%[inhibitor]	0%
CCOC(=O)C1CCN(S(=O)(=O)c2ccc(Br)c(OCC)c2)CC1	7%	-14%	-21	1%	-17	-5%	?	-5%	5%
COCCNC(=O)c1ccc2nc(Cc3ccc(OC)c(OC)c3)oc2c1	-1%	0%	2	16%	-6	10%	0%	-11%	-21%
N#Cc1ccc(NC(=O)c2cc(S(=O)(=O)N3CCOCC3)ccc2N2CCCC2)cc1	-2%	3%	-5	0%	0	-12%	-1%	-7%	19%
Cc1cc(-c2cccc([N+](=O)[O-])c2)nc2ccc3ccccc3c12	-8%	?	-6	10%	-7	-1%	4%	i	7%
CC1=CC2=NC(=O)/C(=C/c3coc4ccccc4c3=O)C(=N)N2O1	1%	0%	9	9%	18	-15%	-6%	-25%	-5%
CN(C)S(=O)(=O)c1cccc(C(=O)OCC(=O)Nc2ccccc2OC(F)F)c1	-2%	2%	-5	-4%	?	-21%	0%	i	3%
Cc1cccc(C)c1-n1nnnc1C(C)(C)N1CCN(N=O)CC1	2%	6%	6	9%	-6	6%	5%	-9%	-5%
CCOc1ccc(/C=N/N2C(C)CCCC2C)cc1 (stereo not drawn)	1%	0%	-13	12%	-7	-13%	-26%	-20%	-13%
Cc1ccc(NC(=O)N2CCN(S(=O)(=O)c3ccccc3)CC2)cc1	-3%	-23%	2	4%	-9	2%	23%	-21%	1%
Cc1nn(Cc2cccc3ccccc23)c(C)c1NC(=O)c1cccnc1	9%	3%	2	7%	2	3%	-1%	i	-11%
CCSc1ccccc1C(=O)NCCc1ccccc1	5%	?	2	-11%	2	17%	5%	i	1%
Cn1nc(C(=O)Nc2nc3ccc(S(C)(=O)=O)cc3s2)ccc1=O	?	-10%	-2	-6%	23	-29%	13%	i	-9%
CCCCC(=O)Nc1ncc([N+](=O)[O-])s1	0%	3%	-4	-1%	-14	16µM*	-3%	-35%[inhibitor]	3%
CCCN(Cc1nnc(-c2ccccc2Cl)o1)C(=O)c1cc([N+](=O)[O-])cc([N+](=O)[O-])c1	0%	-2%	-5	15%	-15	-11%[9.22 µM]	-9%	i	-5%
CC(C)N1C(=O)C2C(C(=O)NC3CCCCC3)C3C=CC2(O3)C1C(=O)NC1CCCC1 (stereo not drawn)	-11%	16%	1	-5%	-8	17%	7%	i	-15%
O=C(Nc1nc(-c2ccc(Cl)cc2)cs1)c1cccnc1	-4%	12%	-1	-12%	-23	-1%	3%	-9%[57.5 µM]	-13%
Nc1ccccc1NC1CCCCC1	-4%	-16%	3	2%	-17	0%	-2%[0.307 µM]	-5%	13%[0.307 µM]
COc1cccc(/C=N/n2nnnc2N)c1OCC#N	-3%	-2%	3	3%	13	7%	31%	-17%	8%
COc1ccc(/C(O)=C2\C(=O)C(=O)N(c3cc(C)on3)C2c2ccccc2OC)cc1C (stereo not drawn)	0%	?	-1	1%	-16	-20%	2%	i	0%
O=C(Nc1ccccc1C(=O)O)C1=NN=CC1	1%	-5%	-3	0%	4	-18%	22%	i	-4%
Cc1ccc(C2NC(=O)NC(O)(C(F)(F)F)C2C(=O)c2cccs2)o1 (stereo not drawn)	-3%	13%	1	11%	23	-15%	5%	-15%[57.5 µM]	-15%
COCCNC(=O)C1(C)CCCN(CCS(=O)(=O)c2ccc(C)cc2)C1 (stereo not drawn)	-11%	4%	4	-3%	14	21%	5%	-24%	1%
CCCCn1nnnc1SCC(=O)c1ccccc1F	-4%	-1%	5	8%	-4	24%	9%	-5%	-1%
CCCOc1ccc(N2C(=O)CC(SCc3nc4ccccc4[nH]3)C2=O)cc1 (stereo not drawn)	24%	0%	-2	-8%	4	?	0%	-16%	18%
CCNC(=O)C1CCCN(C(=O)c2ccc(OC)c(OC)c2)CC1 (stereo not drawn)	1%	-3%	79*	5%	20	0%	16%	-10%	-8%
Cc1cccc(C(=O)NCC(=O)NNC(=O)c2ccccc2O)c1	-5%	13%	7	1%	1	-20%	2%	i	14%
COc1ccccc1NC(=O)c1c([N+](=O)[O-])c(C(C)(C)C)nn1C	-3%	?	3	8%	-3	?	?	i	0%
Cc1ccc(SCC(=O)Nc2ccc(S(N)(=O)=O)cc2)cc1	-1%	2%	5	9%	4	-11%	4%	-14%	13%
CCc1ccc(CNC(=O)CN(c2ccc(C)cc2)S(=O)(=O)N(C)C)cc1	nt	11%	-12	-1%	nt	15%	-21%	-20%	-3%
CC(=O)Nc1sc2c(c1C(N)=O)CCC2	-12%	-6%	-1	-9%	4	0%	4%	i	-10%
COc1ccc(S(=O)(=O)N2CCC(CN3C(=O)c4cccc5cccc(c45)C3=O)CC2)cc1	3%	-20%	3	0%	2	10%	15%	i	-3%
CC1CCCCN1Cc1c(O)ccc2c(=O)c(-c3ccccc3)coc12 (stereo not drawn)	7%&1%	9%&-17%	0&8	11%&3%	-14	-3%&18%	-14%&10%	-2%	1%&-4%
CCOC(=O)c1cc2c(=O)n3ccccc3nc2n(Cc2ccco2)c1=NC(=O)c1c(F)cccc1Cl	nt	-5%	-6	nt	nt	17%	10%	-17%	270%[activator]

Random excerpt: 2 records from the list.
SMILES	aSyn yeast inh	KB-V1 cytotox	D3 ag	GLP-1R agonist	DRD3 antagonist	TDP-43 yeast inh	GLP1R inv ag	PTHR1 agonist	GLP1R cytotox
COc1ccccc1NC(=O)c1c([N+](=O)[O-])c(C(C)(C)C)nn1C	-3%	?	3	8%	-3	?	?	i	0%
CCOc1ccc(C2c3[nH]c4ccccc4c3CCN2C(=O)CCC2CCCC2)cc1 (stereo not drawn)	nt	nt	-17	nt	nt	-16%	1.3µM*	i	1%

High-throughput results from PubChem BioAssay.
